DAX1 inh-1 – inhibitors of DAX1 repression of SF-1 activated StAR promoter. HEK293T StAR-luciferase reporter, SF-1/DAX-1 repression relief. inhibition, % at 6.8 µM. 1.1% of 370,000 active. AID 652010;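 active = inhibition above the mean over all tested compounds plus 3 SD, cut at about 3.6% in these data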;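 also: 0% = DAX-1 cells with DMSO and 100% = cells lacking DAX-1 with DMSO; higher inhibition means more luminescence from relief of DAX-1 repression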
KLK7 zymogen act – activates the human kallikrein-7 zymogen; purified proKLK7, EDANS-DABCYL substrate fluorescence; 100% is mature enzyme control, 0% vehicle; P49862; AID 652039; 0.9% of 370,000 active; activation, % at 7 µM;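 active = activation above the mean of all tested compounds plus 3 SD, computed per campaign excluding outliers beyond control limits, cut at about 13% in these data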
Target sequence (P49862 whole entry, looked up): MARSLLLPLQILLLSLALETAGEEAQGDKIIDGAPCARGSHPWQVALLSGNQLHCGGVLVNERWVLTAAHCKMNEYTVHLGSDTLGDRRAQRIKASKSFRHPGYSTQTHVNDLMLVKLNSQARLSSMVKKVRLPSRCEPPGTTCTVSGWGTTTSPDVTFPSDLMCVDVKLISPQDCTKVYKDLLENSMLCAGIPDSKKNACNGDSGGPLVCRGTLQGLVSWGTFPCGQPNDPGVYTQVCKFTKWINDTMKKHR
hgDAF12 agonist – agonists of H. glycines DAF-12 nuclear receptor | HEK293 GAL4-hgDAF12 UAS-luciferase reporter, agonist luminescence; normalized to butyrate control | activation, % at 6.8 µM | 1.8% of 370,000 active;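 active = activation above a cutoff set at the mean of all screened compounds plus 3 SD, cut at about 10% in these data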;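 also: 0% = DMSO wells and 100% = sodium butyrate wells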
GAA850 FXN act – frataxin GAA850 promoter activation; activation, % at 6 µM; 0.56% of 360,000 active; HEK293 lucGAA850 FXN promoter luciferase reporter, 24 h; percent of 10 µM SAHA response;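 active = activation above the average of all compounds screened plus 3 SD, cutoff fixed separately per campaign, cut at about 7.5% in these data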;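 also: 0% = DMSO wells and 100% = 10 µM SAHA wells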
SMARCA2 act – SMARCA2 function activation, primary screen; MG213 cells, MMTV-luciferase reporter, dexamethasone, overnight; activation, % at 9.1 µM; 1% of 370,000 active; AID 652017; in the data active = activation above about 7.8%;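 also: 0% = vehicle wells and 100% = reference activator wells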
GC-B act – GC-B (human) receptor activation | HEK293-GC-B cells, CNP EC30, cGMP TR-FRET; 0% at EC30 CNP, 100% saturating CNP | activation, % at 10 µM | 0.11% of 370,000 active | AID 1920062;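 active = activation at 10 µM reaching about 35% in either raw or pattern-adjusted values, limit read from the data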
GC-A act – GC-A (human) enzyme activation | P16066 | HEK293 GC-A cells, cGMP TR-FRET, EC30 ANP; 0% at EC30 ANP, 100% saturating ANP | activation, % at 10 µM | 0.14% of 370,000 active; in the data active = activation above about 40%
hcDAF12 agonist – activators of H. contortus DAF-12 nuclear receptor | 1.4% of 370,000 active | HEK293 hcDAF-12 lit1-tk-luc reporter, luminescence; 0% DMSO, 100% Δ7-dafachronic acid | activation, % at 6.8 µM;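 active = activation above the mean of all tested compounds plus 3 SD, cut at about 5.5% in these data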;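 also: 100% = response to 3 µM Δ7-dafachronic acid high control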
HGIII-sPLA2 inh – Inhibits HGIII-sPLA2 liposome hydrolysis, primary screen; Q9NZ20; QFRET BODIPY PC-A2 liposome hydrolysis, fluorescence; inhibition, % at 12.2 µM; 0.56% of 370,000 active;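 active = inhibition above mean plus 3 SD of compounds lying within the high and low control bounds, cut at about 19% in these data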;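 also: 0% = median of test compound wells and 100% = no enzyme DMSO wells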
Target sequence (Q9NZ20 whole entry, looked up): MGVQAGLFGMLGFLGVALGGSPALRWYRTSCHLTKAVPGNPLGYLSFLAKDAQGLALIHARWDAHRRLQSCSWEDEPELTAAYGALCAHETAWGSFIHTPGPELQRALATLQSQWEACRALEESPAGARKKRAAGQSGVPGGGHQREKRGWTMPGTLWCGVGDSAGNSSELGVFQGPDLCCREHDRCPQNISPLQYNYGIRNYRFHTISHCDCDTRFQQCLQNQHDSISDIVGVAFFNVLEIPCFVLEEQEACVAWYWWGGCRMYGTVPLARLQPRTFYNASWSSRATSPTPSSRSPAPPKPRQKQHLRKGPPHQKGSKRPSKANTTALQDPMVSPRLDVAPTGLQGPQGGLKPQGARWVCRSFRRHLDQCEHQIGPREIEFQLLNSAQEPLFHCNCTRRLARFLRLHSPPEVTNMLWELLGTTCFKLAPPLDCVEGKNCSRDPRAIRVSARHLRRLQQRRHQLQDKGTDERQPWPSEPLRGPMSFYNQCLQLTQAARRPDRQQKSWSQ
DAX1 inh-2 – NR0B1 (DAX1) inhibition | HEK293 Gal4-DAX1 luciferase reporter, luminescence | AID 504766 | inhibition, % at 6.75 µM | 0.99% of 340,000 active;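 active = inhibition above the mean over all tested compounds plus 3 SD, cut at about 4.2% in these data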;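 also: 0% = DAX1-transfected cells with DMSO and 100% = empty-vector control cells with DMSO; inhibition shows as a rise in luminescence from relieved DAX1 repression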
Target sequence (P51843 207-470 limits assumed): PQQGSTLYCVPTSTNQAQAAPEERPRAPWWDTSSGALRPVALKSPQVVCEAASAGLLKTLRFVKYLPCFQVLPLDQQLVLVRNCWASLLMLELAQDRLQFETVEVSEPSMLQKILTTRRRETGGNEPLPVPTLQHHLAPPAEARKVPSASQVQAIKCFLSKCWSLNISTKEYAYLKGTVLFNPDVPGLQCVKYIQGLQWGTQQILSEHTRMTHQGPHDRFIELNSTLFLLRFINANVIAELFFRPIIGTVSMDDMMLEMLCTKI
ssDAF-12 act – S. stercoralis DAF-12 activation, primary screen | HEK293 ssDAF-12/GRIP1 lit1-tk-luc reporter, luminescence; % of 3 µM dafachronic acid response | activation, % at 6.8 µM | 1% of 370,000 active;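 active = activation above the mean over all tested compounds plus 3 SD, cut at about 0.9% in these data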;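 also: 0% = DMSO-only wells and 100% = 3 µM delta7-dafachronic acid wells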
An asterisk follows results filed as active; / = no result given.

Structure	DAX1 inh-1	KLK7 zymogen act	hgDAF12 agonist	GAA850 FXN act	SMARCA2 act	GC-B act	GC-A act	hcDAF12 agonist	HGIII-sPLA2 inh	DAX1 inh-2	ssDAF-12 act
N#Cc1ccc(CN2CCN(C(=O)c3ccccc3)CC2)c(Cl)c1	0.1	-0.2	-0.8	-3.8	-1	-2	-2	-1.0	5	0.7	-0.6
Cc1cc(C)cc(N(CC(=O)NC(C)(C)C)C(=O)CCC(=O)Nc2ccccn2)c1	0.1	-0.2	0.2	-0.5	2	0	-2	-0.9	0	-0.2	-0.3
CCN1CCN(Cc2c(O)ccc3c2O/C(=C\c2ccccc2)C3=O)CC1	-0.6	42*	2.0	2.5	4	-4	0	-0.1	-21	-1.5	-0.6
O=C(O)CCSc1nnc(CNc2ccc(Cl)cc2)n1Cc1ccccc1	0.7	0.0	0.9	1.7	0	1	0	1.4	-5	-1.0	-0.3
CC(=O)c1ccc(S(=O)(=O)N2CCN(C(=O)CSC(=S)N3CCCC3)CC2)cc1	1.0	0.0	-0.1	0.6	-2	-4	0	3.0	-3	0.8	-0.6
Cc1ccccc1NC(=O)CN1CCCC1	-0.2	0.6	-1.2	-1.2	1	1	4	-0.5	4	0.1	-0.8
Cc1ccc(C(=O)N2CCCCC2)cc1S(=O)(=O)N1CCCC1	1.3	-0.2	-1.2	1.3	-3	1	3	-1.4	1	0.0	-1.1
CCCc1cc(N2CCC(C(N)=O)CC2)nc(-c2ccccc2)n1	-0.5	0.4	-0.2	3.2	0	-2	0	0.6	1	2.8	-1.7
COC(=O)[C@@H]1[C@@H](C)N(Cc2ccccc2)C(=O)N[C@H]1c1cccc(C(F)(F)F)c1	-0.5	0.3	-2.6	-0.7	0	-5	-4	-2.5	4	-1.0	-1.7
COc1cccc(C(=O)NCCS(=O)(=O)N(C)C2CCCCC2)c1	0.3	0.7	0.8	-1.4	-3	5	0	-0.4	1	-0.7	-0.8
C=CCOc1ccc(/C=N/NC(=O)CN2CCCCC2)cc1OC	-0.3	0.2	-1.1	0.9	-2	6	1	-0.8	1	1.5	-0.8
CCOc1nc2cnccc2n(CC(=O)Nc2c(C)cccc2CC)c1=O	-0.1	0.9	0.7	-2.5	0	2	2	1.5	0	0.1	-1.4
CCN(C(=O)COC(=O)C1CC1C)c1c(N)n(Cc2ccccc2)c(=O)[nH]c1=O (configuration not stated)	-0.3	0.2	3.2	0.7	-2	-2	1	-0.6	-6	1.0	-0.8
COc1ccc(NCc2n[nH]c(=O)c3ccccc23)cc1	0.5	-0.5	-1.4	-0.3	3	-9	0	0.4	5	1.7	-1.2
Cc1ccc(NC(=S)N(CCN(C)C)Cc2cccs2)c(C)c1	-0.4	-0.1	-1.8	-0.9	-2	1	2	-0.2	6	-0.8	-0.9
CCS(=O)(=O)Nc1ccc(C2=NN(C(=O)c3ccco3)C(c3ccc(Cl)o3)C2)cc1 (configuration not stated)	-2.2	0.0	-2.0	0.5	-4	-10	-17	-1.7	-7	-1.1	-1.2
Cc1ccc(C(=O)N2CCN(c3ccc(N4CCOCC4)nn3)CC2)cc1C	0.0	2.0	1.2	-0.3	-3	4	2	-1.4	-5	-1.0	-1.4
CCOC(=O)Cc1csc(NC(=O)c2c(-c3c(F)cccc3Cl)noc2C)n1	-0.5	-0.7	-2.5	-2.5	-2	0	-2	-0.6	-9	-0.9	-2.2
O=C1C2CC=CCC2C(=O)N1c1n[nH]c(-c2ccccc2)n1 (configuration not stated)	0.4	-1.0	0.6	1.8	1	4	8	-0.6	0	-0.9	-1.5
CC(=O)O[C@H]1C=C[C@@H](C#Cc2ccc(C(C)(C)C)cc2)O[C@@H]1COC(=O)Nc1ccccc1	-0.8	0.5	-0.2	/	0	9	1	0.2	-15	/	-0.1
CC(C)(C)c1cccc(P(=O)(c2ccccc2)c2ccccc2)c1O	-0.1	-0.2	1.5	3.0	-1	-7	-17	0.2	-16	-0.2	-1.1
Cc1cc(N2CCN(C(C(=O)NC3CCCC3)c3ccco3)CC2)c2ccccc2n1 (configuration not stated)	-0.8	0.7	2.1	/	0	-16	-3	-0.5	-3	/	-0.8
O=C(Cn1cc([N+](=O)[O-])cn1)N1N=C(C(F)F)CC1(O)C(F)F (configuration not stated)	-0.3	0.1	-1.5	-3.0	-2	2	4	-1.4	3	0.8	-1.5
CCOC(=O)C1CCN(C(=O)CN2C(=O)c3ccccc3Sc3ncccc32)CC1	-0.2	-0.2	-2.5	2.4	-2	1	0	-1.4	10	1.6	-1.5
COc1ccc(-n2nnnc2S(=O)(=O)Cc2ccc(C(=O)O)cc2)cc1	-0.2	-0.2	-0.2	-7.2	13*	3	0	-0.3	0	-0.5	-0.4
CNC(=S)Nc1cccc(-c2cnc3ccccc3n2)c1	1.1	-0.3	5.2	1.2	3	-1	0	2.1	8	1.2	-0.7
C=CCn1c(SCC(=O)c2ccc(F)cc2)nnc1-c1ccc(F)cc1	0.1	0.2	3.1	/	-5	-9	-2	-2.5	-30	/	-1.4
C/C(=C\c1ccccc1)C(=O)NCCCn1ccnc1	0.5	-0.7	3.2	1.9	0	0	0	1.6	0	1.6	-1.8
C/C(=N\NC(=O)CNC(=O)C1COc2ccccc2O1)c1ccco1 (configuration not stated)	-0.2	-0.2	-1.1	-1.9	-3	2	1	-2.6	9	-0.8	-0.9
Cc1ccccc1NC(=O)c1cc(S(=O)(=O)c2ccccc2)ccc1Cl	0.2	-0.1	-1.7	-3.6	0	12	-1	-3.8	0	-1.4	-1.5
O=C(O)c1ccc(S(=O)(=O)c2ccccc2)s1	-0.5	-0.2	-1.8	1.9	-2	-1	0	0.2	5	0.0	-0.3
CS(=O)(=O)N1N=C(c2cccs2)CC1c1ccco1 (configuration not stated)	-0.5	-0.8	0.1	1.6	-1	1	4	4.7	3	-1.0	-1.3
COc1ccc(CC(=O)NNC(=O)COc2ccc(C)cc2)cc1S(=O)(=O)N1CCOCC1	-0.8	-0.3	-1.7	-0.5	-2	3	1	0.5	5	-0.6	-1.7
Cc1c(C(=O)NCc2ccc3c(c2)OCCO3)sc(=O)n1Cc1ccc(S(=O)(=O)N(C)C)cc1	-3.8	0.4	-3.1	-2.4	-2	-8	2	-3.9	-7	/	-2.1
COc1ccc2[nH]c3c(c2c1)CCN1C(=O)N([C@@H](C)C(=O)NCC2CCCO2)C(=O)[C@]31C (some centres not stated)	0.1	-0.3	6.1	0.0	1	-3	-2	2.3	-5	5.7*	-1.3
N=C1SC(c2ccccc2)C(=O)N1c1ncc(Cc2ccccc2)s1 (configuration not stated)	0.6	-0.6	13*	1.1	0	-1	-1	4.1	2	0.8	-0.9
O=C(/C=C/c1cccc([N+](=O)[O-])c1)Nc1cccc(NC(=O)c2cccs2)c1	-0.8	0.1	-0.1	-1.7	0	12	15	-4.3	-18	-2.4	-2.3
COc1cc2c(C#CCCO)c(-c3ccc(C#N)cc3)oc(=O)c2cc1OC	-0.1	-37	-0.5	-0.4	2	5	5	-2.7	1	0.8	-0.9
NC(=O)CNC(=O)[C@@H]1CC2(CC(c3cccc([N+](=O)[O-])c3)=NO2)CN1C(=O)c1ccccc1 (some centres not stated)	0.1	-0.1	-0.9	-0.8	0	1	4	-0.6	-6	0.7	-0.8
Cc1cc2ncn(C(=O)N3CCCCC3)c2cc1C	0.7	-0.4	1.5	1.8	0	2	2	2.6	-4	-0.2	-1.6
Cn1cc(CN2CCN(Cc3ccccc3)C(CCO)C2)c(-c2ccccc2)n1 (configuration not stated)	0.3	0.3	-0.6	-1.9	-2	1	-2	-1.3	-1	1.2	-1.6
Cc1cccc(C(C)C)c1NC(=O)CN1C(=O)NC2(CCc3ccccc32)C1=O (configuration not stated)	3.0	-0.3	2.5	-2.0	3	4	-3	1.1	1	1.6	-0.9
NC(=O)c1ccccc1NC(=O)/C=C/c1ccc(Cl)cc1	1.2	-0.5	13*	1.3	5	-4	-1	2.2	-3	-0.8	-0.1
CCc1nc2c(OCc3ccccc3C)cccn2c1N(C)C(=O)C1CC1	-0.2	-0.5	-1.8	-3.0	-1	6	0	-2.1	2	/	-1.2
CCN(c1ccccc1)S(=O)(=O)c1ccc2ccccc2c1	-0.2	0.3	-0.7	-1.7	0	-11	-7	-1.5	-4	1.1	-1.1
COc1cc(C(=O)NC(=S)Nc2nccs2)cc(OC)c1OC	-0.6	0.7	1.9	1.6	0	-3	7	-1.7	6	1.0	-1.4
Cc1ccc(NC2=NCC(=O)N2C2CCCC2)c(C)c1	-0.3	0.6	1.6	1.1	1	3	0	-1.3	1	1.8	-1.4
COC(=O)[C@]12CCCCC=C1N(Cc1ccc3c(c1)OCO3)C(=O)[C@H](CC(=O)NCCc1ccccc1OC)C2	-2.2	0.3	-2.7	/	-7	-3	2	-1.5	-17	/	-1.6
COc1ccccc1C(=O)N=C1NC(=O)CC2C(=O)NCCN12 (configuration not stated)	1.4	-0.1	-0.1	1.4	-4	/	/	1.0	7	1.4	-1.7
COc1ccccc1OCC(=O)N1CCCCCCC1	0.3	0.1	3.9	-0.1	-2	-8	1	-0.3	-2	-1.3	-2.0

New compounds follow
Structure	DAX1 inh-1	KLK7 zymogen act	hgDAF12 agonist	GAA850 FXN act	SMARCA2 act	GC-B act	GC-A act	hcDAF12 agonist	HGIII-sPLA2 inh	DAX1 inh-2	ssDAF-12 act
COc1cccc(N2CCN(S(=O)(=O)c3ccc(CN4C(=O)c5cccnc5C4=O)cc3)CC2)c1	2.3	0.3	-2.5	0.6	0	6	-2	0.8	3	0.5	-1.3
O=C(Nc1ccc(S(=O)(=O)Nc2ncccn2)cc1)c1ccc(Cl)c([N+](=O)[O-])c1	0.7	0.6	-0.1	-0.3	-1	1	-3	2.2	3	2.4	-0.7
CCC1(c2ccc(OC)cc2)NC(=O)N(CC(=O)NC2CCCCC2C)C1=O (configuration not stated)	-1.5	1.0	-1.6	0.0	-2	0	-3	0.0	1	0.0	0.1
CCOC(=O)c1sc(=S)n(-c2ccc(Cl)cc2)c1SC	-0.1	0.1	0.8	-0.9	-1	3	3	-0.9	1	0.4	-1.4
O=C1C2C(C(=O)N1/N=C/c1cc(Br)cc([N+](=O)[O-])c1O)C1C=CC2C12CC2 (configuration not stated)	-0.4	-0.3	-0.2	0.2	-1	-1	4	-0.4	8	1.6	-1.1
COc1cc2c(cc1OC)C(c1ccccc1)N(C(=O)CCl)CC2 (configuration not stated)	-0.5	0.4	-3.7	-9.3	-1	-11	-43	-1.2	3	-1.6	-0.9
COc1cc2c(-c3ccccc3)c(C)oc2cc1/C=N/NC(N)=S	-1.7	0.6	-4.3	-3.5	-3	-7	-19	-1.4	10	-2.3	-2.3

Pulled by compound from the list above:
Structure	DAX1 inh-1	KLK7 zymogen act	hgDAF12 agonist	GAA850 FXN act	SMARCA2 act	GC-B act	GC-A act	hcDAF12 agonist	HGIII-sPLA2 inh	DAX1 inh-2	ssDAF-12 act
COc1cc2c(-c3ccccc3)c(C)oc2cc1/C=N/NC(N)=S	-1.7	0.6	-4.3	-3.5	-3	-7	-19	-1.4	10	-2.3	-2.3
COc1cc2c(cc1OC)C(c1ccccc1)N(C(=O)CCl)CC2 (configuration not stated)	-0.5	0.4	-3.7	-9.3	-1	-11	-43	-1.2	3	-1.6	-0.9
